Source: PubChem BioAssay (National Center for Advancing Translational Sciences (NCATS))
AID inh – inhibitors of human activation induced cytidine deaminase; Q9GZX7; AID deamination FRET fluorescence, UDG-coupled, 4 h; Potency, µM (series often up to 115 µM), for the others: at the top dose activity change, negative = inhibition, hits mostly inhibitors; 0.32% of 91,000 active; also: nearly all actives have a fitted effect of over 25% in size
Target sequence (Q9GZX7 whole entry, looked up): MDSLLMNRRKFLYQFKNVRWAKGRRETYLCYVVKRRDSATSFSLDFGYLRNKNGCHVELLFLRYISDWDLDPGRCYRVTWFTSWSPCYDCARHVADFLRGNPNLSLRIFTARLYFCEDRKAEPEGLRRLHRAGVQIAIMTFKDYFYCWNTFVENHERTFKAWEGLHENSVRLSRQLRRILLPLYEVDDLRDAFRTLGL
UDG counterscr – counter-screen for AID inhibitors: uracil-DNA glycosylase inhibition; FRET deamination/UDG coupled assay, UDG read, 4 h; Potency, µM (titrated, usually from 115 µM), for inactives: at the highest dose activity change, negative = inhibition, most hits filed as inhibitors; 0.14% of 91,000 active; AID 1347430; also: nearly all actives have a fitted effect of over 65% in size
The depositor's hits bear a star; u = inconclusive; [ ] = remark or other dose. Calls follow the shape of the dose curve; as a rule, active = well fitted curve in the direction sought with a large enough effect; inconclusive = small, poorly fitted or top-dose-only effect, or another doubt; inactive = no such curve, though single readings can be large; an effect the other way counts as inactive or inconclusive. % is scaled to controls: 0 for no effect and ±100 for the full control effect; potency is read from the fitted curve at half-maximal effect.

SMILES | AID inh | UDG counterscr
COCCNC(=S)N/N=C(/C)c1cc(OC)c(OC)c(OC)c1 | -4% | -3%
COc1ccc(N(Cc2nnc3n2CCCCC3)C(=O)Nc2ccc(Cl)cc2)cc1Cl | 10% | 8%
CN1CCN(S(=O)(=O)c2ccc(Cl)c3ccccc23)CC1 | -19% | -6%
COC(=O)C1CCN(c2nc3ccccc3nc2C(C#N)C(=O)NCc2ccccc2)CC1 (centres undefined) | -17% | -15%
O=C(COc1ccccc1)Nc1ccc2nc(SCC(=O)N3CCc4ccccc43)sc2c1 | 40%[activator] | 75%[activator]
COc1ccc(N2CCN(C(CNS(=O)(=O)c3ccc(OC)c(C)c3)c3ccco3)CC2)cc1 (centres undefined) | 7% | 2%[57.5 µM]
Cc1c(-c2nc(-c3ccc4c(c3)OCO4)no2)nnn1-c1ccc(Br)cc1F | 9% | -2%
Cc1ccc(C)c(-c2csc(Nc3ccc(S(N)(=O)=O)cc3)n2)c1 | 2% | -9%
Cc1nccc(-c2cccc(NC(=O)c3nccnc3N)c2)n1 | -6% | -8%
CC(C)(C)OC(=O)C(C)(C(=O)OC(C)(C)C)c1nc(C(C)(C(=O)OC(C)(C)C)C(=O)OC(C)(C)C)nc(C(C)(C(=O)OC(C)(C)C)C(=O)OC(C)(C)C)n1 | -10% | -10%
COc1ccccc1N1CCN(c2ccc3cc(S(=O)(=O)N4CCCCC4)ccc3n2)CC1 | 4% | -25%[57.5 µM]
Cc1ccc(CN2CCCn3nc(C(=O)NCCC(C)C)cc3C2=O)cc1 | -2% | -5%
O=C(NC1CCCC1)c1ccc2ncsc2c1 | 7% | 0%
Cc1ccc(CN(C(=O)c2ccc(OCC(C)C)cc2)c2ccccn2)o1 | -3% | -6%
O=C(Nc1ccc2ccccc2c1)C1=C(c2ccccc2)S(=O)(=O)CCO1 | -21% | -10%
CN(c1ncnc2c1c(-c1ccccc1)cn2-c1ccc(F)cc1)C1CCCCC1 | -4% | -3%[57.5 µM]
COC(=O)c1cc(NC(=O)c2ccc3c(c2)CCC3)cc(C(=O)OC)c1 | 0% | 4%
O=C(CSc1nnc(-c2ccncc2)n1-c1ccc(Cl)cc1)NCc1ccc2c(c1)OCO2 | 2% | 4%
CC(NC(=O)c1ccc(CS(C)(=O)=O)cc1)c1ccc(F)cc1 (centres undefined) | 3% | 1%
O=C(NC1CCCCC1)c1cc(Nc2ccccc2)nc2ccccc12 | -4% | -15%[57.5 µM]
CCc1nc2ccccc2c(C(=O)OCC(=O)N(C(C)C)C(C)C)c1C | -7% | 0%
Cc1nn(CC(=O)N2CCC(C)CC2)c(=O)c2cc3occc3n12 | 14% | 1%
O=C(COc1ccc(-c2nnc(N3CCCCC3)c3ccccc23)cc1)N1CCCCC1 | u | 3%
COc1cc(NC(=O)n2ncc3cc(Cl)ccc32)cc(OC)c1OC | 0% | 6%
CCCC(=O)n1nc(NCc2ccccc2)nc1NCc1ccccc1 | -2% | -2%
COc1ccc(NC(=O)CSc2nc3ccccc3n2CC(=O)NCc2ccc(F)cc2)cc1 | -16% | -13%
COc1ccc(-c2nc3scc(CCNS(=O)(=O)c4ccc(F)c(C(F)(F)F)c4)n3n2)cc1OC | 6% | -5%[57.5 µM]
CCn1cc(Br)c(C(=O)Nc2cc(C)ccc2F)n1 | -8% | 1%
CC(=O)N1CCOc2cc(S(=O)(=O)NC(C)c3ccccc3)c(Cl)cc21 (centres undefined) | 37%[activator] | 9%
CCOC(=O)c1c(NC(=O)c2cc3nc(-c4ccc(OC)cc4)cc(C(F)(F)F)n3n2)sc2c1CCC(C)C2 (centres undefined) | 4% | 0%
CCn1c(SCc2nc(-c3ccccc3OC)no2)nnc1-c1ccco1 | -9% | -12%
Cc1ccccc1CSc1nc2ccsc2c(=O)n1CCC(C)C | -8% | 6%[57.5 µM]
CCOc1ccc(CNC(=O)Cn2c(=O)c3cccn3c3ccc(F)cc32)cc1 | -7% | 3%[57.5 µM]
COCCn1c(=O)c2c(nc(-n3nc(C)cc3C)n2CCC(C)C)n(C)c1=O | -1% | 0%
N#Cc1c(N)sc2c1CCC2 | 53%[activator] | -3%
O=C(NC1CCCc2ccccc21)C1CCC1 (centres undefined) | -1% | 0%
CCCN1C(=O)C2(c3ccccc31)c1c(oc3ccc(F)cc3c1=O)C(=O)N2CCCOC(C)C (centres undefined) | 10% | 6%
COc1ccc(C)cc1NC(=O)c1cc(S(=O)(=O)N2CCN(c3cccc(C)c3C)CC2)ccc1F | -18% | -6%
CCC(=O)N1CCc2cc(Br)cc(S(=O)(=O)CCC(=O)N3CCN(c4cc(C)ccc4C)CC3)c21 | -3% | 1%
CCOC(=O)c1c(C)[nH]c(C)c1S(=O)(=O)NCC(=O)N1CCN(c2ccccc2OC)CC1 | 20% | -6%
COc1ccc(OC)c(CNC(=O)C2CCN(c3nc4ccccc4nc3C(F)(F)F)CC2)c1 | 12% | 11%
CCN(CC(=O)NCc1ccc(F)cc1)C(=O)c1ccc2c(c1)nnn2CC | 23% | 6%
COc1cc(/C=C/C(=O)c2ccc(C#N)cc2)cc(Br)c1O | -4% | 2%
O=C(NCCN1CCN(C(=O)c2ccccc2)CC1)C(=O)Nc1ccccc1 | -6% | 14%
Cc1ccc(Cl)cc1N1CCN(C(=O)CCn2c(=O)c3cccn3c3cccnc32)CC1 | u | 10%
CCc1noc(CN2CCC(NC(=O)c3cnn(C)c3)CC2)n1 | 7% | -1%
CCn1c2c(c(=O)n3ncc(C(=O)N4CCN(c5ccc(C(C)=O)cc5)CC4)c13)CN(Cc1ccc(OC)cc1)CC2 | -22% | 10%
Cc1ccc(CNC(=O)c2cc(=O)c3cc(C)cc(C)c3o2)cc1 | 27%[57.5 µM] | -9%[57.5 µM]
NNC(=O)C(O)c1ccccc1 (centres undefined) | 8% | -4%
O=C(Nc1ccc(Br)cn1)c1cc(-c2ccccc2)on1 | 15% | 13%
CCNC(=O)NC(=O)CN(C)Cc1cc(C)c(OC)c(C)c1 | 5% | 6%
COc1cccc(CNC(=O)c2ccc(CS(=O)c3ccccc3)o2)c1 (centres undefined) | -16% | -2%
O=S(=O)(NCC12CC3CC(CC(C3)C1)C2)c1cccs1 | -10% | -2%
Cc1ccc2oc(-c3cc(NC(=O)c4ccc5c(c4)OCCO5)cc(C)c3O)nc2c1 | 5% | 8%
COc1cc(/C=C/C(=O)c2ccc(Br)cc2)cc(OC)c1 | -16% | -7%
CCn1cc(S(=O)(=O)c2ccc(Cl)cc2)c(=O)c2cc(F)c(N3CCOCC3)cc21 | u | 4%
CC(=O)c1ccc(NC(=O)c2cc3c([nH]c2=O)CC(c2ccccc2)CC3=O)cc1 (centres undefined) | 89%[activator] | -3%
O=C(CC1C(=O)N(c2ccccc2)C(=O)N1Cc1ccc(F)cc1)Nc1cccc(F)c1 (centres undefined) | 16% | 0%[57.5 µM]
CCCCOc1cccc(C(=O)Nc2cccc3ccc(C)nc23)c1 | u | u
O=C(CCc1cccs1)N(Cc1cccnc1)C1CC1 | -6% | -3%
Other structures:
SMILES | AID inh | UDG counterscr
CCOC(=O)c1ccc(NC(=O)C2CCCN(c3ccc(Sc4ccc(C)cc4)nn3)C2)cc1 (centres undefined) | -8% | -18%
COc1ccc(-c2c3c(=O)n(C)c(=O)n(C)c3c3n2-c2ccccc2NC3c2ccco2)cc1 (centres undefined) | -22% | -17%
CCOc1ccc(C(=O)CCC(=O)OCC(=O)c2ccc3c(c2)OCCO3)cc1 | 20% | -1%
CCOc1ccc(N(CC)C(=O)Cn2cnc3sc(C)c(S(=O)(=O)N4CCN(c5ncccn5)CC4)c3c2=O)cc1 | -6% | -10%
CCOC(=O)c1[nH]cnc1C(=O)Nc1ccc(F)cc1 | -3% | 35%[activator]
CC(C)(C)C(N)CN1CCCC1 (centres undefined) | 0% | 0%
CCOC(=O)CSc1nc2c(cc1C#N)CCCC2 | 7% | 3%
N#Cc1cccnc1NCCCNc1ncccc1C#N | -1% | 5%
Cc1ccc(CNC(=O)Cn2cc(S(=O)(=O)Cc3ccccc3Cl)c3ccccc32)cc1 | 26% | 0%
Cc1cc(N2CCC(C(=O)NCCC(C)C)CC2)n2nc(C)c(-c3ccc(Cl)cc3)c2n1 | 18% | 8%
Cc1ccc(NC(=O)C2CCCN2S(=O)(=O)c2ccc3nc(-c4ccccc4)[nH]c3c2)cc1F (centres undefined) | 70%[activator] | -3%
N#Cc1ccc(OCCOc2ccc(C#N)cc2)cc1 | 4% | 4%
CCC(Oc1ccccc1F)C(=O)N1CCC(c2nc3ccccc3s2)CC1 (centres undefined) | u | -12%
COCCn1c(SCC#N)nnc1-c1ccc(Cl)cc1 | 6% | 2%
COC(=O)c1cc2oc(C)cc2n1CC(=O)Nc1cc(Cl)ccc1OC | 6% | 4%
CNC(=S)NNC(=O)C(=O)NNC(=S)NC | -3% | 0%
COc1ccc(C(C)NC(=O)CCOc2ccc(Cl)cc2)cc1F (centres undefined) | -14% | -8%
CC(C)(C)OC(=O)N1CCC(c2c(C(=O)N3CCN(c4ccccn4)CC3)cnn2-c2ccc(F)cc2F)CC1 | 9% | 0%
Cc1csc2nc(COC(=O)CNC(=O)c3ccccc3)cc(=O)n12 | 7% | 8%
CC(=O)Nc1ccc(NC(=O)CSc2ncnc3nc[nH]c23)cc1 | -10% | 23%
C/C(=N/NC(=O)c1ccc(C)cc1C)c1cccc2ccccc12 | -1% | 7%
Cn1c(=O)c2sc3c(c2n(CC(=O)NCCc2ccccc2)c1=O)COC(C)(C)C3 | 0% | 7%
CN1CCN(c2oc(-c3ccccc3)nc2S(=O)(=O)c2ccc(F)cc2)CC1 | 2% | 1%
Cc1ccc2ncc(C(=O)Nc3ccc(F)cc3F)c(=O)n2c1 | 0% | -11%
Cc1cc(C)cc(-n2ccn3c(CC(C)(C)CC(=O)O)nnc3c2=O)c1 | 24% | -14%
CN(Cc1ccc(C(=O)NC2CC2)cc1)C(=O)c1cc(=O)[nH]c2ccccc12 | 0% | -7%
CCCNC(=O)NC(=O)CN(CC(C)O)c1ccccc1 (centres undefined) | -5% | -2%
CCN(C(=O)C(C)N(C)CC(=O)Nc1cccc(F)c1)C1CCCCC1 (centres undefined) | -10% | -4%
CCc1nn2c(=O)cc(COC(=O)c3ccccc3)nc2s1 | -5% | 11%
COc1ccc(C(=O)NCC(c2ccco2)S(=O)(=O)c2cccs2)cc1 (centres undefined) | 11% | 0%
O=C(COC(=O)c1ccccc1Br)c1ccc([N+](=O)[O-])cc1 | -5% | -15%
CCOc1ccc(NC(=O)C2CCCN(c3ccc(Sc4ccc(C)cc4)nn3)C2)cc1 (centres undefined) | 12% | -4%
O=C(CCCn1c(=O)c2cccn2c2cccnc21)Nc1ccccc1Br | 16% | 8%
CCN(CC)CC1CCN(C(=O)/C=C/c2ccc(C#N)cc2)CC1 | -10% | -11%
Cc1ccc(NC(=O)Nc2c[nH]c(=O)[nH]c2=O)c(Cl)c1 | 43%[activator] | 13%
CC(C)C(=O)NCCNC(=O)C1(c2ccccc2)CCC1 | -2% | 1%
CCOCCCNc1ncnc2c1cnn2-c1ccc(C)c(C)c1 | -14% | 6%
O=C(/C=C/C=C/c1ccccc1)c1ccc2oc3ccccc3c2c1 | 3% | 5%
CC1c2ccsc2CCN1CC(O)COc1ccc(-c2ccccc2)cc1 (centres undefined) | -23% | -14%
CCC1(CC)Cc2ccccc2C(NC(=O)NC2CCCC2)=C1C#N | -3% | -6%
Cc1ccc(NC(=O)CN2C=NS(=O)(=O)c3ccccc32)cc1 | 1% | 3%
CCCc1nn(C)c2c(=O)[nH]c(-c3cc(S(=O)(=O)Nc4cccc(C)c4)ccc3OCC)nc12 | 6% | 4%
N#Cc1c(N2CCN(C(=O)C(=O)N3CCCC3)CC2)nc(-c2ccco2)c2c1CCCC2 | -16% | -5%
COc1ccccc1C(=O)Nc1ccc2oc(-c3cncc(Br)c3)nc2c1 | -8% | -5%
Cc1ccc(C)c(CN2C(=O)c3ccccc3S(=O)(=O)c3ccc(C(=O)Nc4ccccc4C(F)(F)F)cc32)c1 | -1% | -5%
CCN1CCN(C(=O)c2ccc3c(c2)N(Cc2c(F)cccc2Cl)C(=O)c2ccccc2S3)CC1 | -17% | -5%
CCn1nc(C(=O)O)c(=O)c2cc3c(cc21)OCO3 | 0% | 11%
Cc1ccc(NC(=O)Cn2c(=O)ccc3cc(S(=O)(=O)N4CCC(C)CC4)ccc32)cc1C | -7% | -16%

An excerpt; the hit share may differ from the screen's.
